Screening data: PubChem BioAssay, several laboratories
OPRM1-OPRD1 ag = OPRM1-OPRD1 heterodimerization agonism. P35372+P41143. cells, luminescence. activation, % at 9.3 µM. hit rate 0.3% among 340,000. AID 504326; in the data active = activation above about 18%;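 note: 0% = vehicle-treated cells and 100% = reference agonist; values of inactives mirror those of a sister screen read the other way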
Keap1 Nrf2 FP = disrupts human Keap1 binding to Nrf2 peptide; Q14145; Keap1 Kelch-Nrf2 peptide fluorescence polarization, 1536-well; hit rate 0.15% among 340,000; inhibition, % at 9.4 µM; in the data active = inhibition above about 12%;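 note: human Keap1 Kelch domain with fluorescein labeled Nrf2 9mer peptide probe; 0% = neutral control wells and 100% = peptide positive control; higher means more block of Keap1 binding to Nrf2 peptide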
Target sequence (Q14145 whole entry, looked up, the tested form may be a part): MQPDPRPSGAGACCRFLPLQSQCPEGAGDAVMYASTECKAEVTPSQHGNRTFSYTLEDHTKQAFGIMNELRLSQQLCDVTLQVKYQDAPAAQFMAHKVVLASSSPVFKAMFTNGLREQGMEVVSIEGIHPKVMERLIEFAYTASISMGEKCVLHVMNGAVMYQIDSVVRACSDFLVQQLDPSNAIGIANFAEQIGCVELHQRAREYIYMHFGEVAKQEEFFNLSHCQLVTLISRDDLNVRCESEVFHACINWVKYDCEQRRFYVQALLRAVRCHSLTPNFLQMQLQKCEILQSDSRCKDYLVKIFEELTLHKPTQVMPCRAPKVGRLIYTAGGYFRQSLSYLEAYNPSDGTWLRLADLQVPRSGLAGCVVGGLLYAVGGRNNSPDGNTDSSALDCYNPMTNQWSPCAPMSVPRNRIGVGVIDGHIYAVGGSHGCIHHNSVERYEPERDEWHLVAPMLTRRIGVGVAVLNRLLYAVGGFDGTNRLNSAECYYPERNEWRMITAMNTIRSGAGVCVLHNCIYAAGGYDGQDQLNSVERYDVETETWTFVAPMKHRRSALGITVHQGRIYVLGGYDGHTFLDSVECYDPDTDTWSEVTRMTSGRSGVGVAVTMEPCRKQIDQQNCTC
LANA DNA inh = inhibitors of KSHV LANA C-terminal domain DNA binding; MBP-C-LANA/FAM-LBS DNA binding, fluorescence polarization; inhibition, % at 9 µM; hit rate 0.078% among 340,000;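 active = highest replicate inhibition at or above 60% at 9 µM, even if other replicates fall short; inactive = all replicates below 60% inhibition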;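 note: 0% = neutral control wells and 100% = 4 µM acridine orange control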
V-ATPase pH = alters yeast V-ATPase proton transport | hit rate 0.37% among 350,000 | S. cerevisiae, pHLuorin cytosolic pH fluorescence | AID 504577 | response, % at 10 µM; in the data active = response mostly above about 7.3%, no sharp cut-off; inactive = mostly below about 5.4%; note: actives read high; inactives centre near 0; some compounds called inactive have numbers as strong as hits; reference of the scale not given here
RTF Ca sens inh = cardiac RTF calcium desensitization. AID 493244. inhibition, % at 7.15 µM. IANBD-labeled cardiac RTF, Ca2+ fluorescence. hit rate 0.12% among 340,000. P19429+P45379;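 active = inhibition above the mean inhibition of all tested compounds plus 3 SD, cut at about 17% in these data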;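 note: assay run at fixed EC70 calcium of 1.6 mM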
CAL PDZ FP = inhibitors of human CAL PDZ peptide binding; purified CAL PDZ, TMR-peptide fluorescence polarization, 1 h; Q9HD26; inhibition, % at 24.9 µM; hit rate 0.92% among 300,000;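 active = mean inhibition of at least 30% with at least half of replicates also reaching 30%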;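 note: 0% = DMSO neutral control and 100% = excess unlabeled competitor peptide PRC23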
cardiac RTF act = cardiac RTF calcium sensitization. IANBD-labeled TnC RTF fluorescence at EC20 calcium; 0% EC20 calcium, 100% full calcium. activation, % at 7.2 µM. hit rate 0.24% among 340,000;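 active = activation above the mean over all tested compounds plus 3 SD, cut at about 30% in these data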;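 note: rise in fluorescence read as greater calcium sensitivity of cardiac thin filaments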
MOR-DOR inv ag = inverse agonist of human OPRM1-OPRD1 heterodimerization | AID 504357 | cell-based MOR-DOR heterodimer luminescence, inverse agonism | inhibition, % at 9.3 µM | P35372+P41143 | hit rate 0.21% among 340,000; in the data active = inhibition above about 22%, passing the limit was not always enough;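 note: 0% = cells with DMSO and 100% = wells without cells with DMSO; values of inactives mirror those of a sister screen read the other way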
HTR5A ag = activates human HTR5A in OPRM1-OPRD1 agonist counter-screen; P47898; HTR5A agonist assay, luminescence, cell-based; activation, % at 9.3 µM; hit rate 0.61% among 340,000; AID 504692; in the data active = activation mostly above about 9.5%, no sharp cut-off; inactive = mostly below about 7.6%;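 note: 0% = cells with vehicle only and 100% = reference agonist; strong numbers were not always called active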
Target sequence (P47898 whole entry, looked up): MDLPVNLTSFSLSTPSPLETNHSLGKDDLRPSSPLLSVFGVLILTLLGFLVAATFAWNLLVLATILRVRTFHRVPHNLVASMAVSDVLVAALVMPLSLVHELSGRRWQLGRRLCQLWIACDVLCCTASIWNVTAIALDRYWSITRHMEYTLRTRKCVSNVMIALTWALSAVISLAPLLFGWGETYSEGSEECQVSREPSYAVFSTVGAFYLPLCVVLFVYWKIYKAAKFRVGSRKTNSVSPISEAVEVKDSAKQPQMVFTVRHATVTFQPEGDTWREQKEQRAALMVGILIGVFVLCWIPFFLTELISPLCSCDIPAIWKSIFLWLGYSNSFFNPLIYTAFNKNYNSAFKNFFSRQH
HTR5A inv ctr = inverse agonist of human HTR5A in OPRM1-OPRD1 counter-screen. inhibition, % at 9.3 µM. hit rate 0.083% among 340,000. AID 504634. HTR5A cell line, luminescence, inverse agonism. P47898; in the data active = inhibition mostly above about 23%, no sharp cut-off; inactive = mostly below about 18%;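 note: 0% = cells with DMSO and 100% = no-cell wells with DMSO; some compounds called inactive have numbers as strong as hits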
An asterisk follows results filed as active; nt = not tested or not shown.

Order of values: OPRM1-OPRD1 ag	Keap1 Nrf2 FP	LANA DNA inh	V-ATPase pH	RTF Ca sens inh	CAL PDZ FP	cardiac RTF act	MOR-DOR inv ag	HTR5A ag	HTR5A inv ctr
1. Cc1cc(Nc2cccc([N+](=O)[O-])c2)c2ccccc2n1
 : -4.0	1.8	4.2	-0.8	5.4	4.1	-3.7	18.6	-0.9	6.8
2. COc1ccc(NC(=O)CSc2nnc(CC(=O)Nc3ccc(F)cc3)n2C)cc1
 : 0.6	4.4	-2.4	0.6	-8.9	nt	-6.3	-5.3	1.7	-6.5
3. CCOC(=O)c1c(C)n(C)c2ccc(OC)c(NC(=O)CN3CCC(C(=O)OCC)CC3)c12
 : -3.2	0.0	0.1	-2.1	1.6	-7.2	-1.6	15.6	-1.1	-4.6
4. Nn1c(COc2cccc(Br)c2)nnc1SCC(=O)N1CCc2ccccc2C1
 : -2.9	-4.6	-1.4	4.1	4.3	-3.9	-3.9	17.4	6.2	-1.9
5. CCOC(=O)c1[nH]c2c(OCC)nc(OCC)nc2c1Br
 : -1.8	0.6	2.2	-0.4	-4.3	-0.4	0.2	8.6	-2.5	9.6
6. COc1ccc(C2C(C(=O)c3cccs3)=C(O)C(=O)N2c2nncs2)cc1 (configuration not stated)
 : -2.7	55.3*	64.4*	2.0	-56.0	1.1	31.7*	14.5	-0.5	1.2
7. CCCOc1ccc(/C=N/NC(=O)C2CCCN2S(=O)(=O)c2ccc(Cl)cc2)cc1 (configuration not stated)
 : 3.9	1.9	0.1	11.2	-4.4	-5.6	-1.5	-16.2	-1.0	-0.9
8. O=C(NCCN1CCCC1)C1(S(=O)(=O)c2ccc(Cl)cc2)CC1
 : -0.1	-2.0	-1.8	-3.1	-2.3	1.1	0.8	0.4	4.9	-2.3
9. Cc1ccccc1OCCCC(=O)Nc1nncs1
 : 1.7	0.2	0.2	1.1	-7.5	-0.5	6.7	-9.2	-4.5	16.0
10. COc1ccc(C(CC(=O)Nc2ccccc2OC)n2cccc2)cc1 (configuration not stated)
 : -1.3	6.1	-0.6	0.2	9.2	-4.2	2.1	6.9	-2.9	8.5
11. O=C(/C=C/c1ccccc1)NC(=S)Nc1ccc(N2CCOCC2)cc1
 : 4.2	-4.0	-0.4	2.5	-4.3	0.8	3.9	-24.0	6.3	23.3
12. CCOC(=O)c1nnn(-c2nonc2N)c1COc1ccccc1
 : 3.3	-2.8	0.3	4.2	3.4	-5.1	-3.4	-18.8	11.0*	-11.0
13. O=C(Nc1nnc(-c2ccccc2F)s1)c1ccccc1F
 : -1.5	-3.6	0.6	-3.6	-6.2	-3.7	5.3	8.9	6.9	-26.9
14. CCOc1ccc(CCNC(=O)c2cc3c(C)nccc3[nH]c2=O)cc1OCC
 : -0.4	-1.5	0.8	-1.5	-7.6	-7.5	0.9	1.8	6.7	-18.4
15. COCCC(=O)N1CCC(Oc2ccc(C(=O)N(C)C3CCCCC3)cc2)CC1
 : 0.5	-0.8	3.2	-0.1	-1.1	-4.4	-2.0	-2.5	2.2	-8.4
16. O=C(C1CCC(CNc2c(N3CCCCC3)c(=O)c2=O)CC1)N1CCCC1 (configuration not stated)
 : -1.3	-3.9	0.3	2.7	-6.8	-0.8	-0.9	6.9	1.7	6.2
17. O=C(NCc1ccccn1)c1cnc2sccn2c1=O
 : -2.5	4.2	0.6	1.1	-0.9	-3.4	3.0	15.1	-0.9	13.2
18. CN(C(=O)c1ccc(Cl)cc1)C1=CCCCC1CCC#N (configuration not stated)
 : -3.6	-0.1	0.9	-2.3	2.5	-4.1	-4.0	16.6	-3.5	-19.0
19. O=C(COC(=O)c1ccc2ncsc2c1)NC(=O)c1ccccc1
 : -2.8	2.5	-3.4	-2.5	-7.8	-3.2	-2.0	13.3	-3.2	8.1
20. CCN(CC)CCNC(=O)c1cc(Sc2nnc(C)s2)nc2ccccc12
 : -0.5	-2.0	-3.0	1.3	-8.7	-2.5	3.1	2.7	0.6	-2.0
21. FC(F)(F)c1nnc2ccc(-n3ccnc3)nn12
 : 1.1	-2.7	1.2	-4.1	-5.5	nt	-4.8	-5.7	-1.4	3.9
22. COc1cccc(NC(=O)N(C2CCCCC2)C(C)c2cccs2)c1 (configuration not stated)
 : -0.1	-4.1	0.6	6.0	-8.2	-0.7	2.8	0.7	5.2	5.6
23. NS(=O)(=O)c1ccc(CCNC(=O)CNC(=O)c2ccccc2F)cc1
 : -0.1	-7.5	0.5	-1.6	-2.5	-0.1	-5.5	0.7	1.4	-3.9
24. COC(=O)C1=C(C)OC(N)=C(C#N)C1C1CCCCC1 (configuration not stated)
 : -0.7	-0.3	-1.4	4.6	-8.3	-2.8	4.5	3.9	5.3	-13.7
25. CC(C)CCN(CC(=O)NC1CCCC1)C(=O)C(=O)Nc1ccc2c(c1)OCCO2
 : -1.2	2.7	-2.3	-1.2	-10.1	5.7	0.9	6.6	-5.5	15.6
26. Cc1ccc(-n2nc(C)c3c(C)c(CCC(=O)O)c(C)nc32)cc1
 : -2.8	0.4	1.4	4.9	-4.0	-7.6	4.7	12.9	4.6	-16.1
27. O=C(O)c1ccc2c(=O)[nH]c(CN3CCOCC3)nc2c1
 : -2.4	-1.9	1.4	0.8	-13.0	-1.1	0.6	11.6	10.1	-24.6
28. COc1cc(C(=O)Nc2ccc(Br)cc2C(=O)c2cc(OC)c(OC)c(OC)c2)cc(OC)c1OC
 : 0.2	-2.4	-0.8	-1.4	-7.5	1.4	-5.0	-1.3	-3.7	12.1
29. Cn1c(=O)c(C(=O)NCCc2ccc(Cl)cc2)c(O)c2ccccc21
 : -0.9	-1.8	0.1	-1.7	-3.3	nt	3.5	4.6	9.9	-47.7
30. N#Cc1ccc(-c2cn3c(n2)SCC3)cc1
 : 0.6	-4.9	1.7	0.2	-3.4	0.7	0.4	-2.9	0.5	-1.9

Continued; it opens with the four that closed the last part.
Order of values: OPRM1-OPRD1 ag	Keap1 Nrf2 FP	LANA DNA inh	V-ATPase pH	RTF Ca sens inh	CAL PDZ FP	cardiac RTF act	MOR-DOR inv ag	HTR5A ag	HTR5A inv ctr
27. O=C(O)c1ccc2c(=O)[nH]c(CN3CCOCC3)nc2c1
 : -2.4	-1.9	1.4	0.8	-13.0	-1.1	0.6	11.6	10.1	-24.6
28. COc1cc(C(=O)Nc2ccc(Br)cc2C(=O)c2cc(OC)c(OC)c(OC)c2)cc(OC)c1OC
 : 0.2	-2.4	-0.8	-1.4	-7.5	1.4	-5.0	-1.3	-3.7	12.1
29. Cn1c(=O)c(C(=O)NCCc2ccc(Cl)cc2)c(O)c2ccccc21
 : -0.9	-1.8	0.1	-1.7	-3.3	nt	3.5	4.6	9.9	-47.7
30. N#Cc1ccc(-c2cn3c(n2)SCC3)cc1
 : 0.6	-4.9	1.7	0.2	-3.4	0.7	0.4	-2.9	0.5	-1.9
31. COC(=O)c1ccccc1S(=O)(=O)N1CCC(C(=O)OCC(=O)NC2CCCCC2C)CC1 (configuration not stated)
 : -1.9	1.2	1.0	1.9	-1.8	nt	0.8	10.1	1.9	-7.0
32. CCOC(=O)N1CCN(C(=O)c2cc(-c3ccncc3)nc3ccccc23)CC1
 : -0.9	-0.4	1.9	-0.8	-6.2	-2.1	-7.0	5.9	7.1	-19.5
33. CCOC(CCn1ccc(O)c(Cc2ccc(Cl)cc2)c1=O)OCC
 : -1.3	-3.1	-0.2	2.5	0.4	-2.7	-2.6	7.6	1.2	-4.5
34. CCS(=O)(=O)N1Cc2ccccc2CC1C(=O)OCC(=O)Nc1ccc(SC(F)F)cc1 (configuration not stated)
 : 4.5	-5.6	0.5	3.3	-9.7	0.5	-2.3	-23.2	1.2	-8.0
35. O=C(CNC(=O)c1cccc(Cl)c1)N/N=C/C=C/c1ccccc1
 : 2.3	-3.0	-1.3	1.9	2.8	-3.9	2.8	-12.7	0.6	-24.1
36. O=C(O)CCCCCCCCc1cn(CC2CCCCC2)nn1
 : 0.7	-1.1	-0.5	4.1	-6.4	6.7	-1.7	-3.7	2.1	-6.6
37. CCOC(=O)N1CCC(n2c(=S)[nH]c3cc(OC)c(OC)cc3c2=O)CC1
 : -2.2	-2.8	-1.2	1.6	-8.5	nt	6.0	11.7	1.3	-9.6
38. FC(F)Oc1ccc(NC(=S)N2CCc3ccccc32)cc1
 : -1.6	-3.4	0.5	1.7	6.2	-1.4	6.1	9.4	1.1	-3.1
39. Nc1nc(N)nc(-c2ccc(Cl)c(Cl)c2)n1
 : -1.6	0.1	1.0	-1.2	-2.3	-6.2	-4.9	8.6	9.1	10.2
40. CC1=C(C(=O)OC2CCCCCCC2)C(c2cccc(O)c2)NC(=O)N1 (configuration not stated)
 : -2.5	-2.2	0.7	-1.0	-2.1	-3.2	-1.4	14.1	4.8	-1.6
41. COC(=O)c1ccc(COc2nc(C)cc(C)c2C#N)o1
 : -0.8	-4.4	-1.3	6.2	-15.1	nt	-0.6	4.1	4.5	-14.5
42. CCC(C)(C)NC(=O)c1ccc2c(c1)S(=O)(=O)c1ccccc1C2=O
 : 2.0	-1.9	0.4	-0.9	-15.1	-2.1	2.0	-11.2	-3.1	-18.8
43. O=C(Nc1cccc(-c2cnc3ccccc3n2)c1)c1ccncc1
 : -0.9	2.6	0.5	-2.8	-15.9	1.4	6.6	4.6	2.9	-22.1

An excerpt from above in order of their number in Keap1 Nrf2 FP, falling:
item	SMILES	OPRM1-OPRD1 ag	Keap1 Nrf2 FP	LANA DNA inh	V-ATPase pH	CAL PDZ FP	MOR-DOR inv ag
39	Nc1nc(N)nc(-c2ccc(Cl)c(Cl)c2)n1	-1.6	0.1	1.0	-1.2	-6.2	8.6
42	CCC(C)(C)NC(=O)c1ccc2c(c1)S(=O)(=O)c1ccccc1C2=O	2.0	-1.9	0.4	-0.9	-2.1	-11.2
40	CC1=C(C(=O)OC2CCCCCCC2)C(c2cccc(O)c2)NC(=O)N1 (configuration not stated)	-2.5	-2.2	0.7	-1.0	-3.2	14.1
